rCAG binder = molecules binding r(CAG) RNA repeats; r(CAG) RNA repeat, TO-PRO-1 dye displacement fluorescence; inhibition, % at 3 µM; actives 1.3% (n = 370,000);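 active means inhibition above the plate cutoff, the mean of all test compounds on that plate plus 3 SD, cut at about 35% in these data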;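 further: 0% = DMSO alone and 100% = 100 µM mitoxantrone as full dye displacement; higher means more dye released from RNA so lower well fluorescence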
HGIII-sPLA2 inh = Inhibits HGIII-sPLA2 liposome hydrolysis, primary screen; Q9NZ20; QFRET BODIPY PC-A2 liposome hydrolysis, fluorescence; inhibition, % at 12.2 µM; actives 0.56% (n = 370,000);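 active means inhibition above mean plus 3 SD of compounds lying within the high and low control bounds, cut at about 19% in these data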;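 further: 0% = median of test compound wells and 100% = no enzyme DMSO wells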
ADAM10 inh = inhibitors of human ADAM10 | O14672 | recombinant ADAM10, EDANS/DABCYL FRET peptide cleavage, 3 h | inhibition, % at 7 µM | actives 0.62% (n = 370,000);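 active means inhibition above a per-campaign cutoff equal to the mean of compounds falling between control-based bounds plus 3 SD, cut at about 20% in these data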;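 further: 0% = DMSO wells while the 100% control is not disclosed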
NPR1 activator = GC-A (human) enzyme activation; P16066; HEK293 GC-A cells, cGMP TR-FRET, EC30 ANP; 0% at EC30 ANP, 100% saturating ANP; activation, % at 10 µM; actives 0.14% (n = 370,000); AID 1671463; in the data active means activation above about 40%
DDE Tn6 FP inh = DD(E)-Tn6 binding inhibition, primary FP screen; Fibrin DD(E) TRITC-Tn6 fluorescence polarization displacement; actives 0.21% (n = 370,000); inhibition, % at 8.3 µM; AID 720509; P02675;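 active means inhibition above a per-campaign cutoff: mean of compounds within control limits plus 3 SD, cut at about 15% in these data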;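 further: 0% = median of all compound wells on the plate and 100% = blocking peptide control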
Target sequence (P02675 whole entry, looked up): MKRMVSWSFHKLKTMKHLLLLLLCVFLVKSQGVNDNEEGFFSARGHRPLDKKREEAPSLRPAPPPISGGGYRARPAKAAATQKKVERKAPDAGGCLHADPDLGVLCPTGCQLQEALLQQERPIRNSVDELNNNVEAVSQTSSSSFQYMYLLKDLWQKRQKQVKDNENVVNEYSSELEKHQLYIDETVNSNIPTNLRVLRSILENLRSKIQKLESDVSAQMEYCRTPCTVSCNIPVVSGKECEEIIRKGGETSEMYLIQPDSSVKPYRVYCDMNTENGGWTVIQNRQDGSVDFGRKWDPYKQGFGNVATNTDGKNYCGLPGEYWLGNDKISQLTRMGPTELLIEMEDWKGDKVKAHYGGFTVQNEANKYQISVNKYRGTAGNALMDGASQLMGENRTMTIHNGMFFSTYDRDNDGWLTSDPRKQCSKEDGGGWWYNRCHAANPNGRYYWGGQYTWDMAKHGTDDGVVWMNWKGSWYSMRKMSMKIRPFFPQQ
GAA850 FXN act = frataxin GAA850 promoter activation; HEK293 lucGAA850 FXN promoter luciferase reporter, 24 h; percent of 10 µM SAHA response; activation, % at 6 µM; actives 0.56% (n = 360,000); AID 540364;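 active means activation above the average of all compounds screened plus 3 SD, cutoff fixed separately per campaign, cut at about 7.5% in these data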;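 further: 0% = DMSO wells and 100% = 10 µM SAHA wells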
ASAP1 GAP inh = blocks human ASAP1-stimulated Arf1 GTP hydrolysis; GDP FP detection; inhibition, % at 16.5 µM; actives 0.19% (n = 360,000); AID 624377; in the data active means inhibition above about 25%;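 further: 0% = vehicle with enzyme and substrate and 100% = no enzyme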
NPR2 activator = GC-B (human) receptor activation; actives 0.11% (n = 370,000); P20594; activation, % at 10 µM; AID 1920062; HEK293-GC-B cells, CNP EC30, cGMP TR-FRET; 0% at EC30 CNP, 100% saturating CNP;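 active means activation at 10 µM reaching about 35% in either raw or pattern-adjusted values, limit read from the data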
KLK7 zymogen act = activators of human kallikrein-7 zymogen; P49862; AID 652039; actives 0.9% (n = 370,000); purified proKLK7, EDANS-DABCYL substrate fluorescence; 100% is mature enzyme control, 0% vehicle; activation, % at 7 µM;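 active means activation above the mean of all tested compounds plus 3 SD, computed per campaign excluding outliers beyond control limits, cut at about 13% in these data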
Target sequence (P49862 whole entry, looked up): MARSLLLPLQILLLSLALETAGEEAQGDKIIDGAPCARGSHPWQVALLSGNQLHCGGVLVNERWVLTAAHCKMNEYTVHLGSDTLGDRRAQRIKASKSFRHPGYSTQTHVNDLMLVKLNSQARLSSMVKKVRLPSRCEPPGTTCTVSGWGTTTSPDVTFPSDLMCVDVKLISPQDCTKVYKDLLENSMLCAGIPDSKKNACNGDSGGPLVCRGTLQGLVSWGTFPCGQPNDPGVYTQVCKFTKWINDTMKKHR
ARFGAP1 inhibitor = inhibitors of rat ARFGAP1 | Q62848 | Arfgap1-stimulated ARF1 GTP hydrolysis, GDP FP detection | AID 651572 | actives 0.26% (n = 360,000) | inhibition, % at 16.5 µM;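 active means inhibition above a per-plate limit, mean inhibition of low control wells plus 3 SD, cut at about 25% in these data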;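 further: 0% = DMSO wells with enzyme and 100% = wells lacking Arfgap1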
Target sequence (Q62848 1-136 limits assumed): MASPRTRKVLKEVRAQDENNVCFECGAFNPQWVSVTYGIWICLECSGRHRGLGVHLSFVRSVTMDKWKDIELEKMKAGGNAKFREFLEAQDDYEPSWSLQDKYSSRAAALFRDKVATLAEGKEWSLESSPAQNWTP
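Replicates: Single well per compound | Assay system: Truncated rat Arfgap1 GAP domain | Control set: No-Arfgap1 wells (100%) versus DMSO full-reaction wells (0%) | Times: Enzyme reaction 120 min at 25 °C after 20 min preincubation | Reagent: Human ARF1(Δ1-17)-GTP substrate | Measured by: Tracer-displacement fluorescence polarization with EDTA stop, 620/688 nm | Measure: Percent inhibition of Arfgap1-stimulated GTP hydrolysis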
The depositor's hits bear a star; / = not tested or not shown.

SMILES	rCAG binder	HGIII-sPLA2 inh	ADAM10 inh	NPR1 activator	DDE Tn6 FP inh	GAA850 FXN act	ASAP1 GAP inh	NPR2 activator	KLK7 zymogen act	ARFGAP1 inhibitor
Cc1cc(C)cc(NC(=S)N2CCN(C(=O)c3ccco3)CC2)c1	-2	-1	7	0	-6	1.2	-17	-6	0.9	0
O=C(O)c1ccc(CSc2nnc(-c3cccnc3)n2-c2ccc(Br)cc2)cc1	6	0	2	-3	-1	2.3	16	-4	-1.0	6
CNc1c(NS(=O)(=O)c2ccc(F)cc2)c(=O)oc2ccccc12	0	-14	8	-3	-8	-2.3	4	1	-0.4	2
CCNC(=O)c1cccc(NC(=O)c2cc(C3CC3)nc3c2cnn3C(C)C)c1	1	-14	-4	4	0	-2.4	4	2	0.1	6
CCN(CC)CCCN=Cc1c(O)n(-c2cccc(C)c2)c(=O)c2ccccc12	0	-1	-123	1	-2	2.3	3	3	4.5	-10
CCOC(=O)/C(C)=N/NC(=O)c1ccc([N+](=O)[O-])cc1	2	-4	-1	1	4	2.6	7	-4	2.1	-1
COCCCNC(=O)c1c(N)n(-c2ccc3c(c2)OCO3)c2nc3ccccc3nc12	3	3	-17	3	-3	-3.1	-15	-2	1.4	7
Cc1ccc(C)c(NC(=O)c2cc(C)nc3ccccc23)c1	-5	10	-4	3	-5	0.9	-6	4	0.0	5
COC(=O)C1=C(C)N(Cc2ccccc2C(F)(F)F)C(=NCc2cc(OC)c(OC)c(OC)c2)NC1c1cccc(Cl)c1 (stereo not drawn)	4	-6	-6	-21	-5	/	-4	-12	0.7	13
Cn1cc(S(=O)(=O)N2CCCC2)cc1C(=O)N1CCN(c2cccc(Cl)c2)CC1	1	-3	0	0	0	0.2	-9	1	-0.2	7
CCOc1cc(/C=N/n2cnnc2)ccc1O	1	4	-11	-1	1	1.4	-7	-4	-1.1	-12
O=C1NC(=S)N/C1=C\c1cccnc1	-2	4	-2	-3	5	-4.5	5	0	-0.2	-2
O=C(NCCS(=O)(=O)c1ccc(Br)cc1)c1ccc(Cl)cc1Cl	-1	-3	8	1	1	1.9	-8	3	0.2	9
COc1ccc(CCC2(C)NC(=O)NC2=O)cc1 (stereo not drawn)	1	1	-6	-5	-4	-0.7	-1	-3	0.0	10
Cc1ccc(Cl)cc1N(CC(=O)NCc1ccccc1)S(C)(=O)=O	-5	6	-1	2	-2	0.1	7	6	-0.1	0
CC1CC(C)CN(C(=O)c2ccc(C(=O)c3ccccc3)cc2)C1 (stereo not drawn)	-8	4	-2	-1	1	3.7	-6	-1	-0.4	0
Cc1ccccc1CN(c1ccc(C(=O)N/N=C/c2ccc(OCC(N)=O)cc2)cc1)S(C)(=O)=O	0	-8	0	-2	3	-0.3	-1	-3	0.6	-4
COc1ccc(NC(=O)CCN=C2NS(=O)(=O)c3ccccc32)cc1S(=O)(=O)N(C)C	5	11	-2	4	-2	-0.5	-2	-2	-0.1	-9
N/C(=N\OC(=O)c1cccs1)c1cccc(Br)c1	1	7	-1	-2	-8	8.0*	2	-11	0.1	7
Cc1nn2c(NCc3cccnc3)c3c(nc2c1-c1ccccc1)CCC3	-3	1	-7	1	4	-0.3	-3	-11	1.1	2
COC(=O)c1ccccc1NC(=O)c1cc(C2CC2)on1	3	-3	-5	0	3	-0.9	6	0	-0.5	-8
CCC/C(C)=N/NC(=O)c1ccccc1O	1	-1	-14	0	2	1.2	3	2	-0.2	7
CCC1C(=O)n2nc(-c3ccccc3)cc2N=C1C (stereo not drawn)	-1	1	-81	1	2	-0.9	-8	0	-21	3
COCCn1c2nc(=O)n(-c3ccccc3)c(=O)c-2nc2ccccc21	-72	-205	-115	3	2	-1.2	18	3	49*	-1
COc1ccc(N(CC(=O)Nc2ccc(OC)cc2OC)S(=O)(=O)c2ccccc2)cc1	-1	-8	17	2	4	-2.5	11	-3	0.1	8
COc1ccc(C(=O)CN2C(=O)NC3(CCCCCC3)C2=O)c(OC)c1	-4	2	-2	3	0	0.3	10	0	0.1	1
Fc1ccc(CNn2cnnc2SCc2ccc(F)cc2)cc1	-1	-2	4	-6	2	-3.6	11	0	0.0	9
COc1cc(NC(=O)c2sc3ncn(CC(=O)N4CCC(C)CC4)c(=O)c3c2C)cc(OC)c1OC	3	1	2	8	-13	-3.4	1	-6	0.7	2
CCOC(=O)N1CCN(S(=O)(=O)c2ccc(C)cc2)C1	-1	6	2	5	1	0.3	12	3	-0.2	9
CCOC(=O)N1CCN(C(=O)CSCC(=O)N=c2sc3cc(OC)ccc3n2C)CC1	-3	6	4	2	0	1.1	-3	-8	1.0	0
CCOC(=O)C(=NC1CCS(=O)(=O)C1)NNc1cc(Cl)ccc1Cl (stereo not drawn)	1	2	14	-23	-6	1.8	-2	-8	0.5	10
O=C(CN(Cc1ccc(Br)cc1)S(=O)(=O)c1ccccc1)NCc1ccncc1	-6	-3	2	0	1	3.3	-6	0	-0.2	-16
O=C(c1ccccc1)N(NC(=O)C(O)(c1ccccc1)c1ccccc1)c1cccc(F)c1	-2	1	-4	-8	5	-1.7	6	-3	-0.1	2
Cc1nn(C)c(C)c1C1C(C#N)=C(N)OC2=C1C(=O)CCC2 (stereo not drawn)	0	-3	-2	3	-3	2.3	5	5	0.9	-1
O=C(OCC(=O)N1CCN(c2ccccc2)CC1)c1cnc(Cl)c(Cl)c1	-7	-4	2	-5	2	/	3	-4	-0.7	-1
O=C(N/N=C/CCc1ccccc1)C1CCCCC1	-3	-2	-2	7	8	3.5	4	3	-0.4	2
Cc1ccc(Cl)cc1NC(=O)Cn1cccc1	-1	-13	-2	-1	-9	4.2	-7	-5	0.9	-4
Cc1ncoc1C(=O)Nc1ccc2c(c1)OCCO2	-1	9	0	-3	-2	-1.1	4	0	0.0	15
COc1cc(C=C(c2nc3ccccc3s2)c2nc3ccccc3s2)cc(OC)c1O	18	9	12	1	-3	-1.6	4	6	-2.2	2
Cc1sc(N2C(=O)C3C4C=CC(C4)C3C2=O)c(C#N)c1C (stereo not drawn)	2	4	-1	-1	-2	3.0	0	3	0.1	-6
COc1ccc(-c2nc(CNS(=O)(=O)c3ccc(OC)c(OC)c3)cs2)cc1	3	-7	-29	-4	7	0.3	0	-2	0.6	1
CCc1nn(CCCC(=O)Nc2ccc(C)cc2C)c(=O)c2cc3occc3n12	2	-7	-24	-5	4	0.2	-7	1	-0.7	-7
Cc1ccc(N2C(=O)CCC(C(=O)O)C2c2cccs2)cc1 (stereo not drawn)	2	-1	5	-4	2	0.5	-6	2	0.0	-4
O=C(C1CCCN1S(=O)(=O)c1cccc2nsnc12)N1CCCCC1 (stereo not drawn)	-4	4	1	2	7	1.2	-5	11	-0.1	-2
CN(C)CC(=O)c1c[nH]c2ccccc12	-1	4	2	2	-3	1.4	3	-3	0.2	6
CC(=O)NCCn1c(SCC(=O)NCCc2ccc(S(N)(=O)=O)cc2)nc2ccccc2c1=O	2	2	-7	-2	-1	-0.8	0	2	-0.3	-3
O=S(=O)(NC1CCCCCCC1)c1cccs1	1	-5	5	-2	5	1.5	2	-3	0.2	-5
CCCc1nnc(NC(=O)C(CC)OC(=O)c2cc(C)nc3ccccc23)s1 (stereo not drawn)	-2	-10	-9	3	4	-1.7	-3	1	-0.4	2
CC(=O)c1cccc(NC(=S)NCCC2=CCCCC2)c1	4	-5	5	4	-7	1.9	0	0	0.3	0
COc1cccc(CNC(=O)[C@H]2CCCN2C(=O)[C@H]2CCCN2C(=O)c2ccc(F)c(C(F)(F)F)c2)c1	-2	-2	-2	0	1	/	-19	3	-0.3	-1
Cc1nc(CSc2ccc(Cl)cc2)cc(NCc2ccccc2)n1	-5	-21	8	/	-3	3.2	-6	/	-0.7	-1
Cc1[nH]c(=O)[nH]c(=O)c1C=CC(=O)NC(CO)CS(=O)Cc1ccccc1 (stereo not drawn)	0	12	-14	-2	-5	0.0	-8	1	0.1	-3
CCCc1nnc(NC(=O)C2CC(=O)N(C3CCCC3)C2)s1 (stereo not drawn)	-3	-2	-3	1	7	-0.5	1	3	-0.3	-6
CCCCCC1CCC(C(=O)NNC(=S)NCC)CC1 (stereo not drawn)	-3	5	-8	1	6	-1.5	3	4	-0.3	1
Cn1c(Oc2ccc(Cl)cc2)c(C=O)c2ccccc21	-1	2	-13	8	6	2.3	2	0	-0.7	2
CCOC(=O)c1c(C)[nH]c(C(=O)C(C)OC(=O)c2ccc(NC(=O)CC#N)cc2)c1C (stereo not drawn)	21	-68	2	-5	1	0.5	13	1	0.1	6
O=C(C1CC(c2ccc(F)cc2)=NO1)N1CCN(c2ccccc2)CC1 (stereo not drawn)	1	-3	-2	1	-8	1.0	-8	4	-0.6	-6
O=C(CCC(=O)N1CCN(c2ccccc2F)CC1)N1CCN(c2ccc(F)cc2)CC1	-8	-2	1	-1	-9	-1.6	6	-2	-0.4	-14
CN1CCCC1CCNS(=O)(=O)c1ccc(Br)cc1 (stereo not drawn)	-1	12	2	-3	-1	-1.2	-12	5	0.2	0
O=C(Nc1ccccc1)Nc1ccccc1C(=O)NCCCN1CCOCC1	-4	-5	-10	-2	3	0.5	11	3	0.0	5

Three compounds from above, arranged by molecular weight, highest first.
SMILES	rCAG binder	HGIII-sPLA2 inh	ADAM10 inh	NPR1 activator	DDE Tn6 FP inh	GAA850 FXN act	ASAP1 GAP inh	NPR2 activator	KLK7 zymogen act	ARFGAP1 inhibitor
COc1cc(NC(=O)c2sc3ncn(CC(=O)N4CCC(C)CC4)c(=O)c3c2C)cc(OC)c1OC	3	1	2	8	-13	-3.4	1	-6	0.7	2
CN1CCCC1CCNS(=O)(=O)c1ccc(Br)cc1 (stereo not drawn)	-1	12	2	-3	-1	-1.2	-12	5	0.2	0
CCCCCC1CCC(C(=O)NNC(=S)NCC)CC1 (stereo not drawn)	-3	5	-8	1	6	-1.5	3	4	-0.3	1

Next results follow.
SMILES	rCAG binder	HGIII-sPLA2 inh	ADAM10 inh	NPR1 activator	DDE Tn6 FP inh	GAA850 FXN act	ASAP1 GAP inh	NPR2 activator	KLK7 zymogen act	ARFGAP1 inhibitor
CCOC(=O)c1ccc(Nc2nnc(C(C)(C)C)c(=O)[nH]2)cc1	14	-2	-2	1	2	0.3	3	3	0.0	-8
Cc1cccc(CCNC(=O)CCc2nnc(CCc3ccccc3)o2)n1	-7	4	-2	-1	1	1.4	6	-1	-0.2	-3
CCCC(=O)N(C1CC(C)C(C#N)(C#N)C1(C#N)C#N)N(C)C (stereo not drawn)	0	13	-4	8	5	5.3	3	7	-0.8	-6
CCCCc1cc(=O)oc2cc(OCC(=O)N[C@@H](Cc3ccccc3)C(=O)O)ccc12	24	-13	-213	1	1	-0.3	10	8	-0.9	1
CCCC(=O)c1ccc2c(c1)OCCO2	-3	1	1	3	-2	3.5	8	-4	-0.1	7
O=C(NCc1cccs1)c1ccc(S(=O)(=O)N2CCCCC2)cc1	-5	-3	-1	-1	-2	1.1	-21	1	0.5	-5
CCOC(=O)c1nc(NCc2ccccc2F)c2ccccc2n1	-4	2	1	5	5	2.1	2	12	-0.5	2
COc1ccccc1/C=C1\CCCC2=C1Nc1nnnn1C2c1ccccc1OC (stereo not drawn)	8	-7	-4	-1	9	-1.2	-12	0	-0.2	-1
